Bioassay records: PubChem, Johns Hopkins Ion Channel Center
KCNK3 block: human KCNK3 channel inhibitors, primary screen, CHO cells, FluxOR thallium flux, B-score; Potassium channel subfamily K member 3 (Homo sapiens), O14649; FluxOR fluorescence; stronger effect = lower value; B-score at 10 µM; actives 0.84% (n = 340,000);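 active = B-score under library mean minus 4 SD, starting fluorescence ratio at most library mean plus 5 SD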;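 note: more negative B-score means stronger inhibition of thallium flux through KCNK3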
KCNQ1 act: potentiators or activators of KCNQ1 channel, primary screen, cell-based, thallium flux, high-throughput; AID 2648, 2010; B-score at 10 µM; CHO-K1 KCNQ1, thallium flux FluxOR fluorescence; stronger effect = higher value; actives 0.35% (n = 310,000);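 active = fluorescence ratio B-score, a plate-corrected score, at least three library SD, with initial intensity B-score within 5 SD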
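Assay system: stable KCNQ1 CHO-K1 line; medium: assay buffer, equal DMSO in all wells; timing: 90 min dye loading and 20 min compound exposure, both at room temperature; technique: kinetic FluxOR thallium fluorescence, 10-s 1-Hz baseline, 110-s post-stimulus read; read-out basis: B score of baseline-normalized fluorescence ratio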
TMEM16A inh: TMEM16A chloride channel inhibitors, primary screen, cell-based, HTS; Anoctamin-1 (Mus musculus), Q8BHY3; HEK293 TMEM16A/YFP iodide influx fluorescence, ionomycin; normalized B-score (activity score, 25-100; higher = stronger inhibition) at 10 µM; actives 1.2% (n = 310,000); AID 588511, 2011;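 active = ratio plate-corrected score three or more library SD toward inhibition, starting fluorescence score within five deviations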;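 note: score derived from kinetic fluorescence span divided by baseline fluorescence per well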
RGS4 block: RGS4 inhibitors, primary screen, cell-based, HEK293 M3R inducible RGS4, calcium flux | actives 0.45% (n = 310,000) | B-score at 10 µM | Fluo-4 calcium flux; stronger effect = higher value; triggered by carbachol at its EC20 | Regulator of G-protein signaling 4 (Homo sapiens), P49798;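 active = B-score, a plate-corrected calcium signal, over three deviations above library mean, with baseline fluorescence within five deviations of library mean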;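 note: RGS4 expression induced by doxycycline in cells with stable M3 receptor; B-score is computed from the integrated fluorescence ratio over baseline after carbachol; higher B-score means a larger calcium signal and so more RGS4 inhibition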
KCNK9 block: KCNK9 potassium channel inhibitors, primary screen, HEK293 cells, thallium flux; Potassium channel subfamily K member 9 (Homo sapiens), Q9NPC2; FluxOR thallium flux fluorescence; stronger effect = lower value; B-score at 10 µM; actives 1.2% (n = 310,000);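 active = ratio B-score over 3 SD below the library mean, with starting fluorescence within 5 SD of its mean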;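 note: negative B-score means less thallium flux so channel inhibition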
TMEM16A act: TMEM16A chloride channel activators or potentiators, primary screen, cell-based, HTS; actives 0.3% (n = 340,000); HEK293 TMEM16A/YFP-H148Q/I152L, iodide quench fluorescence; stronger effect = lower value; AID 623877, 2012; B-score at 10 µM;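 active = fluorescence-ratio B-score plate-corrected deviation score at least 3 library SD below zero, with starting fluorescence score within 5 deviations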;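 note: channel opened by trigger with iodide after compound preincubation; score built on the fluorescence ratio of max minus min over baseline; more negative score means more quench and so TMEM16A activation or potentiation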
MrgX1 ag: agonists of human MrgX1 receptor, primary screen, HEK293 cells, Fluo-4 calcium flux. Fluo-4 calcium fluorescence, agonist mode; stronger effect = higher value. B-score at 10 µM. Mas-related G-protein coupled receptor member X1 (Homo sapiens), Q96LB2. actives 0.44% (n = 310,000);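 active = calcium response B-score plate-corrected fluorescence ratio at least 3 library SD, with starting fluorescence B-score inside 5 SD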
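Material: MrgX1-expressing HEK293 cells; input: 15,000 cells per well; doses: test compound given as first of three sequential additions; schedule: overnight plating before 1 h dye loading; technique: Fluo-4 NW calcium-flux fluorescence, kinetic read; evaluation: baseline-normalised fluorescence change ratio, B-scored; control set: plate-wise positive and negative controls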
MrgX1 allo act: positive allosteric modulators of MrgX1, primary screen, HEK293 cells, Fluo-4 calcium flux | FDSS; stronger effect = higher value | B-score at 10 µM | actives 0.63% (n = 310,000) | AID 588675, 2011;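 active = plate-corrected calcium response at least 3 library SD above typical, normal starting fluorescence, not activating the receptor alone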;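 note: compound read alongside a low EC10 to EC30 dose of BAM8-22 agonist; peak minus trough fluorescence over baseline measured at the second addition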
hERG rescue: hERG rescue from dofetilide block, primary screen, cell-based, CHO-hERG, FluxOR thallium flux, dofetilide IC70. activation (rescue from dofetilide block), less the hit threshold, % at 10 µM. AID 1511, 2009. actives 0.51% (n = 310,000). Voltage-gated inwardly rectifying potassium channel KCNH2 (Homo sapiens), Q12809. dofetilide IC70 present;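 active = activation above the mean of controls blocked by dofetilide plus 5 SD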;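 note: thallium influx through hERG after potassium depolarization seen as dye fluorescence rise; in these data hits start at about 4.7%; inactives centre near -7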
Target sequence (Q12809 whole entry, looked up): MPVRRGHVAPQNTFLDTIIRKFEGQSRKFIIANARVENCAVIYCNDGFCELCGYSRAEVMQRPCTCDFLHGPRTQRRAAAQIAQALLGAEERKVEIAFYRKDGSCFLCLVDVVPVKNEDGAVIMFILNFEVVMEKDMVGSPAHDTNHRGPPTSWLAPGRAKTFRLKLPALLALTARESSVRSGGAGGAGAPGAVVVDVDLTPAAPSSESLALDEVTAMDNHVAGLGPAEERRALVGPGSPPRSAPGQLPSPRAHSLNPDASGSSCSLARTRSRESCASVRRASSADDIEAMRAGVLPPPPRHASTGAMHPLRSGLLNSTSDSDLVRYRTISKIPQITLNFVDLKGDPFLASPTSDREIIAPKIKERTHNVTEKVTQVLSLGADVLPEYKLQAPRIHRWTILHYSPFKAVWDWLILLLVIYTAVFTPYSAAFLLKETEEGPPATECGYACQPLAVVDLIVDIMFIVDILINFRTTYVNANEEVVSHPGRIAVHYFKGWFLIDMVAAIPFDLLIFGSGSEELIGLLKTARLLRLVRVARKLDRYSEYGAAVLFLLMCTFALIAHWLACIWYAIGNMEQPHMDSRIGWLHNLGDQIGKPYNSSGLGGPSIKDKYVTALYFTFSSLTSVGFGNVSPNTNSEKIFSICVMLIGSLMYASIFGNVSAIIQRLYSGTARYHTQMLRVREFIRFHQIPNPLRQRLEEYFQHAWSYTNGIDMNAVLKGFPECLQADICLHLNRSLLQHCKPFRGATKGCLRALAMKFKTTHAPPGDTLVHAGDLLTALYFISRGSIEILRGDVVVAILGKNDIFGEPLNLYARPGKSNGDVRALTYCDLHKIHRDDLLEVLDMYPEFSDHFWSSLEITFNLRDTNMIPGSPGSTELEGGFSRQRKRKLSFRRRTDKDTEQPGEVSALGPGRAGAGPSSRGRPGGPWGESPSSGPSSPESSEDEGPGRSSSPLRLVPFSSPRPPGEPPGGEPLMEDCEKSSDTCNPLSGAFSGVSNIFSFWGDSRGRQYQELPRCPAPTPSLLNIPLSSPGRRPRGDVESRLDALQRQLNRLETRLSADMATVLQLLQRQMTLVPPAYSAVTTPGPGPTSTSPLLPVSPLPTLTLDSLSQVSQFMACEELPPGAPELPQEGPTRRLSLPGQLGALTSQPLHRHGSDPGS
KCNQ1 inh: inhibitors of human KCNQ1 channel, primary screen, cell-based, thallium flux, high-throughput. Potassium voltage-gated channel subfamily KQT member 1 (Homo sapiens), P51787. CHO-K1 KCNQ1, FluxOR thallium flux fluorescence; stronger effect = higher value. B-score at 10 µM. actives 1.3% (n = 310,000). AID 2642, 2010;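 active = compounds whose thallium flux B-score, printed positive for inhibition, exceeds three library SD while starting fluorescence stays within three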;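 note: channel opened by potassium depolarization with thallium stimulus after 20 min compound exposure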
RGS4 act: RGS4 potentiators or activators, primary screen, cell-based, HEK293 M3R inducible RGS4, calcium flux | carbachol calcium flux Fluo4; stronger effect = lower value | B-score at 10 µM | actives 0.92% (n = 310,000) | AID 463111, 2010;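 active = B-score of the integrated calcium signal more than 4 SD below the library mean, with starting fluorescence not abnormally high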;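 note: negative B-score means reduced calcium response which marks RGS4 activation or potentiation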
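System: HEK293 FlpIn-TREx cells, stable M3R, doxycycline-inducible RGS4. Timing: overnight RGS4 induction, 30 min dye load 37 °C, 20 min compound RT. Also added: carbachol, ECmax concentration. Measured by: Fluo4 fluorescence kinetic imaging of calcium. Evaluation: integrated calcium ratio converted to B score.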
Starred values were filed as active, the others as inactive; & = joins results of further samples.

`CC(=O)N(c1ccccc1C)S(=O)(=O)c1ccc(Cl)cc1` gave KCNK3 block inactive, KCNQ1 act inactive, TMEM16A inh inactive, RGS4 block inactive, KCNK9 block inactive, TMEM16A act inactive, MrgX1 ag inactive, MrgX1 allo act 8.7*, hERG rescue -20, KCNQ1 inh inactive and RGS4 act inactive.
Screening Cc1nc(N2CCCCC2)c2c(C)c(C(=O)Nc3ccc4c(c3)OCCO4)sc2n1 returned KCNK3 block inactive, KCNQ1 act inactive, TMEM16A inh inactive, RGS4 block inactive, KCNK9 block inactive, TMEM16A act inactive, MrgX1 ag inactive, MrgX1 allo act inactive, hERG rescue -12, KCNQ1 inh inactive and RGS4 act -7*.
COc1ccc(Cl)cc1NC(=S)N(Cc1ccccc1C)CC1CCC(C(=O)O)CC1 (configuration not stated) was read as KCNK3 block inactive, KCNQ1 act inactive, TMEM16A inh inactive, RGS4 block inactive, KCNK9 block inactive, TMEM16A act inactive, MrgX1 ag inactive, MrgX1 allo act inactive, hERG rescue -18, KCNQ1 inh inactive and RGS4 act inactive.
`CN1CCN(C(=O)/C(=C/c2cn(S(=O)(=O)N(C)C)c3ccccc23)NC(=O)c2ccccc2)CC1` gave KCNK3 block inactive, KCNQ1 act inactive, TMEM16A inh inactive, RGS4 block inactive, KCNK9 block inactive, TMEM16A act inactive, MrgX1 ag inactive, MrgX1 allo act inactive, hERG rescue -7, KCNQ1 inh inactive and RGS4 act inactive.
Screening CCOc1ncccc1C(=O)Nc1nnc(C(CC)CC)s1 returned KCNK3 block inactive, KCNQ1 act inactive, TMEM16A inh inactive, RGS4 block inactive, KCNK9 block inactive, TMEM16A act inactive, MrgX1 ag inactive, MrgX1 allo act inactive, hERG rescue -11, KCNQ1 inh inactive and RGS4 act inactive.
`Cc1cc(C)n(-c2nnc(C)n2NC(=O)c2cccc(Cl)c2)n1` gave KCNK3 block inactive, KCNQ1 act inactive, TMEM16A inh inactive, RGS4 block inactive, KCNK9 block inactive, TMEM16A act inactive, MrgX1 ag inactive, MrgX1 allo act inactive, hERG rescue -5, KCNQ1 inh inactive and RGS4 act inactive.
`COc1ccc(CNC(=O)C2Cc3cc(S(=O)(=O)N4CCCC4)ccc3N2C(C)=O)c(OC)c1` (configuration not stated) gave KCNK3 block inactive, KCNQ1 act inactive, TMEM16A inh inactive, RGS4 block inactive, KCNK9 block inactive, TMEM16A act inactive, MrgX1 ag inactive, MrgX1 allo act inactive, hERG rescue -10, KCNQ1 inh inactive and RGS4 act inactive.
Screening CN1CC(=O)N(CC(=O)Nc2ccc(F)cc2)c2ccccc2C1=O returned KCNK3 block inactive, KCNQ1 act inactive, TMEM16A inh inactive, RGS4 block inactive, KCNK9 block inactive, TMEM16A act inactive, MrgX1 ag inactive, MrgX1 allo act inactive, hERG rescue -2, KCNQ1 inh inactive and RGS4 act inactive.
`Cc1ccccc1C(=O)NC(=S)N(CCO)Cc1ccccc1` gave KCNK3 block inactive, KCNQ1 act inactive, TMEM16A inh inactive, RGS4 block inactive, KCNK9 block inactive, TMEM16A act inactive, MrgX1 ag inactive, MrgX1 allo act inactive, hERG rescue -8, KCNQ1 inh inactive and RGS4 act inactive.
CCC(COC(=O)Nc1ccccc1)NC(=O)OC(C)C (configuration not stated) was read as KCNK3 block inactive, KCNQ1 act inactive, TMEM16A inh inactive, RGS4 block inactive, KCNK9 block inactive, TMEM16A act inactive, MrgX1 ag inactive, MrgX1 allo act inactive, hERG rescue -6, KCNQ1 inh inactive and RGS4 act inactive.
`CC1CCN(C(=O)CSc2nnc(CSc3ncccn3)n2C)CC1` gave KCNK3 block inactive, KCNQ1 act inactive, TMEM16A inh inactive, RGS4 block inactive, KCNK9 block inactive, TMEM16A act inactive, MrgX1 ag inactive, MrgX1 allo act inactive, hERG rescue -6, KCNQ1 inh inactive and RGS4 act inactive.
O=C(Nc1ccc(N2CCOCC2)c(Cl)c1)c1ccc2c(c1)OCCO2 was read as KCNK3 block inactive, KCNQ1 act inactive, TMEM16A inh inactive, RGS4 block inactive, KCNK9 block inactive, TMEM16A act inactive, MrgX1 ag inactive, MrgX1 allo act inactive, hERG rescue -18, KCNQ1 inh inactive and RGS4 act inactive.
For O=C(c1ccc(-n2cncn2)c([N+](=O)[O-])c1)N1CCN(S(=O)(=O)c2ccccc2Br)CC1 the results were KCNK3 block inactive, KCNQ1 act inactive, TMEM16A inh inactive, RGS4 block inactive, KCNK9 block inactive, TMEM16A act inactive, MrgX1 ag inactive, MrgX1 allo act inactive, hERG rescue -7, KCNQ1 inh inactive and RGS4 act inactive.
CCC1(c2ccc(F)cc2)NC(=O)N(CC(=O)N2c3ccccc3NC(=O)C2(C)C)C1=O (configuration not stated) was read as KCNK3 block inactive, KCNQ1 act inactive, TMEM16A inh inactive, RGS4 block inactive, KCNK9 block inactive, TMEM16A act inactive, MrgX1 ag inactive, MrgX1 allo act inactive, hERG rescue -19, KCNQ1 inh inactive and RGS4 act inactive.
C=CCN1C(=O)/C(=C2/Sc3ccc(OC)cc3N2C)SC1=NCc1ccccc1 was read as KCNK3 block inactive, KCNQ1 act inactive, TMEM16A inh inactive, RGS4 block inactive, KCNK9 block inactive, TMEM16A act inactive, MrgX1 ag inactive, MrgX1 allo act inactive, hERG rescue -20, KCNQ1 inh inactive and RGS4 act inactive.
Screening O=C(Nc1cccc(C(=O)O)c1)/C(=C/c1cccc([N+](=O)[O-])c1)NC(=O)c1cccc(Br)c1 returned KCNK3 block inactive, KCNQ1 act inactive, TMEM16A inh inactive, RGS4 block inactive, KCNK9 block inactive, TMEM16A act inactive, MrgX1 ag inactive, MrgX1 allo act inactive, hERG rescue 0, KCNQ1 inh inactive and RGS4 act inactive.
O=S(=O)(NC1CCCCC1)c1ccc(Cl)nc1 was read as KCNK3 block inactive, KCNQ1 act inactive, TMEM16A inh inactive, RGS4 block inactive, KCNK9 block inactive, TMEM16A act inactive, MrgX1 ag inactive, MrgX1 allo act inactive, hERG rescue -1, KCNQ1 inh inactive and RGS4 act inactive.
For CSc1ccccc1-c1nnc(-c2ccccc2)o1 the results were KCNK3 block inactive, KCNQ1 act inactive, TMEM16A inh inactive, RGS4 block inactive, KCNK9 block inactive, TMEM16A act inactive, MrgX1 ag inactive, MrgX1 allo act inactive, hERG rescue -5, KCNQ1 inh inactive and RGS4 act inactive.
For CC(C)S(=O)(=O)c1csc(C(=O)Nc2ccc(F)cc2)c1N the results were KCNK3 block inactive, KCNQ1 act inactive, TMEM16A inh inactive, RGS4 block inactive, KCNK9 block inactive, TMEM16A act inactive, MrgX1 ag inactive, MrgX1 allo act inactive, hERG rescue -8, KCNQ1 inh inactive and RGS4 act inactive.
Screening Cc1ccc(NC(=O)CSc2n[nH]c(-c3ccncc3)n2)cc1C returned KCNK3 block inactive, KCNQ1 act inactive, TMEM16A inh inactive, RGS4 block inactive, KCNK9 block inactive, TMEM16A act inactive, MrgX1 ag inactive, MrgX1 allo act inactive, hERG rescue -1, KCNQ1 inh inactive and RGS4 act inactive.
`O=C(CC12CC3CC(CC(C3)C1)C2)NC(=S)NCc1ccccc1` gave KCNK3 block inactive, KCNQ1 act inactive, TMEM16A inh inactive, RGS4 block inactive, KCNK9 block inactive, TMEM16A act inactive, MrgX1 ag inactive, MrgX1 allo act inactive, hERG rescue -2, KCNQ1 inh inactive and RGS4 act inactive.
Screening CCCc1ccc(OCc2ccc(C(=O)N3CCN(c4ccccn4)CC3)o2)c(OC)c1 returned KCNK3 block inactive, KCNQ1 act inactive, TMEM16A inh inactive, RGS4 block inactive, KCNK9 block inactive, TMEM16A act inactive, MrgX1 ag inactive, MrgX1 allo act inactive, hERG rescue -24, KCNQ1 inh inactive and RGS4 act inactive.
`Cc1cc(SCC(=O)O)nc2ccccc12` gave KCNK3 block inactive, KCNQ1 act inactive, TMEM16A inh inactive, RGS4 block inactive, KCNK9 block inactive, TMEM16A act inactive, MrgX1 ag inactive, MrgX1 allo act inactive, hERG rescue 2&-6, KCNQ1 inh inactive and RGS4 act inactive.
Cc1ccc(N2C(=O)CC(Sc3ncn[nH]3)C2=O)cc1 (configuration not stated) was read as KCNK3 block inactive, KCNQ1 act inactive, TMEM16A inh inactive, RGS4 block inactive, KCNK9 block inactive, TMEM16A act inactive, MrgX1 ag inactive, MrgX1 allo act inactive, hERG rescue -10, KCNQ1 inh inactive and RGS4 act inactive.
COc1ccc(N2CCSC2C(=O)NN)cc1 (configuration not stated) was read as KCNK3 block inactive, KCNQ1 act inactive, TMEM16A inh inactive, RGS4 block inactive, KCNK9 block inactive, TMEM16A act inactive, MrgX1 ag inactive, MrgX1 allo act inactive, hERG rescue -5, KCNQ1 inh inactive and RGS4 act inactive.
CN(C)CCN(C(=O)CCS(=O)(=O)c1ccccc1)c1nc2cc3c(cc2s1)OCO3 was read as KCNK3 block inactive, KCNQ1 act inactive, TMEM16A inh inactive, RGS4 block inactive, KCNK9 block inactive, TMEM16A act inactive, MrgX1 ag inactive, MrgX1 allo act inactive, hERG rescue -9, KCNQ1 inh inactive and RGS4 act inactive.
